SENP6 block: blocks the human protease SENP6; Q9GZR1; Recombinant SENP6 catalytic domain, aminoluciferin luminescence; inhibition, % at 10 µM; hit rate 1.8% among 330,000; AID 2599;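 active = inhibition above about 50% at the single tested dose, limit read from the data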;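 note: plate controls were DMSO wells with enzyme for no effect and DMSO wells lacking enzyme for full effect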
SENP1 FRET inh: blocks the human SENP1 SUMO protease catalytic domain; hit rate 0.21% among 360,000; Q9P0U3; inhibition, % at 10 µM; recombinant SENP1 catalytic domain, CyPet-SUMO1-YPet FRET cleavage;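 active = inhibition at least 30% at 10 µM, raw YFP signal under a set limit, fluorescence ratio 0.5 to 1.5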;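 note: 0% = enzyme with DMSO and 100% = no enzyme wells; some results filed as inactive read as strong as hits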
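Material: hSENP1 catalytic domain, recombinant; medium: Tris pH 8 with BME, BSA, NP40 and catalase; compound: single concentration of 10 µM compound, 0.5% DMSO final; technique: FRET read of cyan and yellow fluorescence; timing: 50 min enzyme reaction, room temperature, light-protected; reagent: SFCypet-SUMO1-SFYpet substrate at 25 nM; control set: no-enzyme low, enzyme-DMSO high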
SENP8 block: blocks human SENP8 cleavage of Nedd8 substrate; AID 602440; hit rate 0.64% among 360,000; inhibition, % at 20 µM; recombinant SENP8, Nedd8 substrate fluorescence; in the data active = inhibition mostly above about 40%, no sharp cut-off; inactive = mostly below about 27%
MPTP block: permeability transition pore inhibition; isolated mouse mitochondria, Ca2+ swelling absorbance, 30 min; AID 602449; inhibition, % at 10 µM; hit rate 1.4% among 360,000;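 active = inhibition of 50% or more, scaled per plate between neutral and stimulator controls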;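 note: 0% = DMSO wells given calcium and 100% = 1 mM EGTA wells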
ATG4B inhibitor: blocks human ATG4B protease cleavage of LC3 substrate. inhibition, % at 8.33 µM. Q9Y4P1. hit rate 0.51% among 340,000. ATG4B cleavage of LC3-PLA2, NBD-HPC fluorescence, 1 h; in the data active = inhibition above about 40%
Target sequence (Q9Y4P1 whole entry, looked up): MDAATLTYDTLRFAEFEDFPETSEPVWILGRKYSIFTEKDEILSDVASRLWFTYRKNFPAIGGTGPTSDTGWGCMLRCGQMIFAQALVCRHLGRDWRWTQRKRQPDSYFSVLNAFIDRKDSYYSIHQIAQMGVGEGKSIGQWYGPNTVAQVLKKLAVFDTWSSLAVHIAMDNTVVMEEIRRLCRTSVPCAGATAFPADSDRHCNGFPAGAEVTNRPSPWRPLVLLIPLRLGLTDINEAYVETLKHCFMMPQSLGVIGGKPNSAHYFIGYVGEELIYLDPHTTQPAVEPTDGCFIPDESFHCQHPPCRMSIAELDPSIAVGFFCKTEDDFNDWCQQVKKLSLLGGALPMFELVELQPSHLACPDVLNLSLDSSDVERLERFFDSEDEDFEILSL
PfGluPho inh: PfG6PD (Plasmodium falciparum) enzyme inhibition; hit rate 0.78% among 350,000; inhibition, % at 20 µM; PfGluPho enzyme, NADPH resazurin-diaphorase fluorescence;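 active = inhibition reaching at least a set limit at 20 µM in the primary screen, cut at about 59% in these data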;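 note: 0% = DMSO wells with substrate and 100% = DMSO wells lacking glucose-6-phosphate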
hIAP activ: human IAP activation | P09923 | purified human IAP, CDP-Star luminescence, 30 min; active compounds read high; 1 = vehicle-only enzyme, 0 = enzyme-free background | activation factor at 10 µM | hit rate 0.16% among 330,000;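 active = activation factor of the enzyme at least 2-fold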; note: the source names both 10 and 20 µM as test concentration; values of inactives mirror those of a sister screen read the other way
Target sequence (P09923 whole entry, looked up): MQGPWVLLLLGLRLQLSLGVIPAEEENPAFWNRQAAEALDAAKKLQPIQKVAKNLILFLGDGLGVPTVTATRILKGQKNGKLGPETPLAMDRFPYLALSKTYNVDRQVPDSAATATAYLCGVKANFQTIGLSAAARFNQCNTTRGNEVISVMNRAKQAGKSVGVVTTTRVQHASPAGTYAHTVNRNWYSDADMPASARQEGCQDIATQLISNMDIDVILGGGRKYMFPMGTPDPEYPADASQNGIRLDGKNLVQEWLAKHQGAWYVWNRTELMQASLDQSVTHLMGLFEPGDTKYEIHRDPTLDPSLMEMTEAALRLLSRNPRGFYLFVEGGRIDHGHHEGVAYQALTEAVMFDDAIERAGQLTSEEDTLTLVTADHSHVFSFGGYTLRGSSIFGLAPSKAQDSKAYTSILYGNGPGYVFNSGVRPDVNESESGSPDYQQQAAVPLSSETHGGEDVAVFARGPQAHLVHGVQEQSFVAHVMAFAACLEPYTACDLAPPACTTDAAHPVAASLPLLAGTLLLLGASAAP
NR3A LBD binder: NR3A (human) ligand-binding domain modulation. hit rate 2.5% among 340,000. NR3A LBD differential scanning fluorimetry, Tm shift; 0% = protein alone, 100% = glycine-bound protein. Tm shift relative to glycine control, % at 25 µM. AID 1259313;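 active = melting temperature shift of at least 10% of the positive control shift, at one fixed dose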
* marks the source's active call; other numbers are inactive results; / = no result given.

SMILES	SENP6 block	SENP1 FRET inh	SENP8 block	MPTP block	ATG4B inhibitor	PfGluPho inh	hIAP activ	NR3A LBD binder
COc1ccc(N=C2S/C(=C\c3ccc(Cl)c([N+](=O)[O-])c3)C(=O)N2CCN(C)C)cc1	-16	1	28	-1.6	-1	23	0.82	2
COc1cc(C(=O)NNC(=O)CCOc2ccccc2C)cc(OC)c1OC	7	0	15	0.9	-8	-12	1.2	2
COc1ccc(NC(=O)c2ccccc2)cc1	51*	0	15	0.5	-8	4	0.99	10
C=CCNC(=O)C(=O)NCCOc1ccccc1Cl	-6	1	10	0.9	-6	-6	1	0
COc1ccc(S(=O)(=O)N(CC(=O)O)c2ccc(C)cc2)cc1	-1	1	23	-0.1	-2	-11	1.1	-13
CC(=O)c1ccc(NC(=O)c2ccc(CSc3ccccc3)o2)cc1	-1	1	7	8.1	-10	-13	0.99	-10
COc1ccccc1S(=O)(=O)N(C)C[C@H]1OCc2cn(nn2)CCCC(=O)N([C@@H](C)CO)C[C@@H]1C	/	1	14	0.5	/	14	/	/
O=[N+]([O-])c1ccc(Nc2ccc(N3CCOCC3)cc2)c([N+](=O)[O-])c1	13	1	32	3.0	3	-7	1	1
COc1ccc(NC(=O)N2CCCC2C(=O)NCc2ccc(C)cc2)cc1 (configuration not stated)	-5	2	18	-0.7	-3	-21	0.93	-1
CCN(CC)C(=S)NC(=O)c1cc(OC)c(OC)c(OC)c1	14	4	12	-1.3	-2	-5	1	0
CCN(CC)CCOc1nnc(-c2ccc(C)cc2)c2ccccc12	-26	0	24	36	-7	-8	1.1	-2
CC(=O)N1N=C(c2ccc(Cl)cc2)OC1(C)C	4	2	-144	-1.6	-15	2	0.93	1
CC(C)C(NC(=O)c1ccc2c(c1)OCO2)C(=O)N/N=C/c1cccs1 (configuration not stated)	-16	-3	22	-1.4	4	-9	0.98	0
COc1ccc(N2CC(=O)N(c3ccc(OC)c(OC)c3)CC2=O)cc1OC	-10	1	8	-0.4	-2	-13	0.83	-6
CCN(C(=O)CSc1cccc[n+]1[O-])C1CCCCC1	0	2	2	-0.7	-7	8	1	2
Cc1ccc(CNC(=O)C2CNc3cc(C)ccc3O2)cc1 (configuration not stated)	-2	0	20	-1.6	-4	7	1.1	4
Cc1ccc(F)cc1NC(=O)N1CCCN(C(=O)OC(C)(C)C)CC1	-2	0	19	0.4	1	-2	0.98	2
CN1CCN(c2cc(C(F)(F)F)nc3ccc(F)cc23)CC1	5	-4	-9	0.0	6	-12	1.1	0
COc1ccc(C(=O)Nc2cccc(-c3nc4ncccc4o3)c2C)cc1	1	3	12	0.9	-8	-19	0.98	-1
CC(CNC(=O)c1ccc(C(C)(C)C)cc1)CN(C)C (configuration not stated)	-21	1	25	-0.1	-2	-5	1	-4
c1ccc2c(c1)CCN2CCN1CCc2ccccc21	-17	-20	-67	2.7	12	17	1.1	0
Cn1c(=O)c2c(nc(CN3CCC(C(N)=O)CC3)n2CCCc2ccccc2)n(C)c1=O	6	-2	6	0.6	-9	-9	0.85	-2
Cc1cccc(N2CCN(C(=O)c3cc(S(=O)(=O)N4CCCC4)cn3C)CC2)c1C	-2	0	5	-0.4	-14	-13	0.93	1
O=[N+]([O-])c1cc(S(=O)(=O)NCCN2CCOCC2)ccc1Sc1nnnn1-c1ccccc1	2	3	19	0.6	3	1	0.99	0

Entries above marked active in SENP6 block:
SMILES	SENP6 block	SENP1 FRET inh	SENP8 block	MPTP block	ATG4B inhibitor	PfGluPho inh	hIAP activ	NR3A LBD binder
COc1ccc(NC(=O)c2ccccc2)cc1	51*	0	15	0.5	-8	4	0.99	10

In another format: 4 of the compounds above
> CN1CCN(c2cc(C(F)(F)F)nc3ccc(F)cc23)CC1
  SENP6 block = 5
  SENP1 FRET inh = -4
  SENP8 block = -9
  MPTP block = 0.0
  ATG4B inhibitor = 6
  PfGluPho inh = -12
  hIAP activ = 1.1
  NR3A LBD binder = 0
> Cc1cccc(N2CCN(C(=O)c3cc(S(=O)(=O)N4CCCC4)cn3C)CC2)c1C
  SENP6 block = -2
  SENP1 FRET inh = 0
  SENP8 block = 5
  MPTP block = -0.4
  ATG4B inhibitor = -14
  PfGluPho inh = -13
  hIAP activ = 0.93
  NR3A LBD binder = 1
> CC(CNC(=O)c1ccc(C(C)(C)C)cc1)CN(C)C (configuration not stated)
  SENP6 block = -21
  SENP1 FRET inh = 1
  SENP8 block = 25
  MPTP block = -0.1
  ATG4B inhibitor = -2
  PfGluPho inh = -5
  hIAP activ = 1
  NR3A LBD binder = -4
> Cc1ccc(CNC(=O)C2CNc3cc(C)ccc3O2)cc1 (configuration not stated)
  SENP6 block = -2
  SENP1 FRET inh = 0
  SENP8 block = 20
  MPTP block = -1.6
  ATG4B inhibitor = -4
  PfGluPho inh = 7
  hIAP activ = 1.1
  NR3A LBD binder = 4

Remaining list, next part.
SMILES	SENP6 block	SENP1 FRET inh	SENP8 block	MPTP block	ATG4B inhibitor	PfGluPho inh	hIAP activ	NR3A LBD binder
Cc1cc(S(=O)(=O)NCc2cccnc2)ccc1F	-6	1	12	0.4	4	10	0.91	-1
CNS(=O)(=O)c1ccc(NC(=O)Nc2ccc3c(c2)OCO3)cc1	0	0	6	0.6	2	-2	0.96	11*
CCn1c(C)cc(/C=C2\NC(=O)N(Cc3ccc(Cl)cc3)C2=O)c1C	9	-34	-136	1.0	-3	6	0.83	-2
CCN=c1scc(C)n1/N=C/c1ccsc1	13	1	0	-0.1	1	17	0.91	3
C#CCOCCOCCOCCNc1nc(N2CCN(C(=O)[C@H](CCCN=C(N)N)n3cc(C(N)[C@@H](C)CC)nn3)CC2)nc(N2CCN(C(=O)[C@H](CCC(=O)O)n3cc([C@@H](N)CC(N)=O)nn3)CC2)n1 (some centres not stated)	-21	-3	10	0.5	2	-2	0.96	-1
COCCCN(C(=O)c1ccc(-c2ccc(C(C)=O)cc2)o1)c1c(N)n(CC(C)C)c(=O)[nH]c1=O	/	-21	-395	0.5	-13	10	/	0
CCOC(=O)c1ccc(NC(=O)CSc2nnc(-c3cccs3)n2CC)cc1	-4	1	9	-2.3	-3	17	0.99	-2
C/C(=C\c1ccccc1)C(=O)N1CCN(Cc2ccc3c(c2)OCO3)CC1	19	1	20	-0.9	6	2	1.2	-1
Cc1cccc(NNC(N)=S)c1C	1	0	23	-1.6	-13	-5	1.1	0
Cc1ccc(NC(=O)CSc2nnc(-c3ccncc3)n2N)cc1C	-10	0	4	0.7	-7	3	0.86	4
Cc1ccc(C2=NS(=O)(=O)N(C)C(C(=O)N(C)C3CCCCC3)=C2)cc1	-13	-1	-62	-0.7	-4	-7	0.83	3
COC(=O)c1ccc(Cl)cc1NC(=O)/C=C/c1ccc(C)o1	2	1	-282	3.6	-7	25	1.1	3
CCOC(=O)C(=O)c1c(C)cc2ccccn12	/	1	14	-0.6	-7	0	/	0
C=CCC(c1ccccc1F)N(CCN1CCOCC1)C(=O)Nc1cccc(Cl)c1 (configuration not stated)	7	2	17	31	-5	-2	0.94	1
CC(C)[C@H](NC(=O)N1CCn2c1nc1ccccc12)C(=O)NCc1ccccc1Cl	-2	0	0	0.3	11	-6	1.2	1
CC(C)c1ccc(CNC(=O)C2CCCN2S(=O)(=O)c2ccccc2)cc1 (configuration not stated)	11	5	15	-0.4	-13	0	1	-1
COc1ccc(C(=O)C2CCCN(C(=O)/C=C/c3cnc[nH]3)C2)c(C)c1 (configuration not stated)	-9	-1	8	-0.5	1	-10	1.1	-1
CC(/C=C/c1ccccc1)=N\Nc1nc2c(c(=O)[nH]c(=O)n2C)n1CCO	3	/	/	/	1	32	0.88	0
COc1cccc(NC(=O)CSCc2n[nH]c(=O)[nH]2)c1	-2	0	18	-0.2	4	50	0.88	5
Cc1cc(C)c(N2C(=NC(=O)CCCC(=O)O)SC3CS(=O)(=O)CC32)c(C)c1 (configuration not stated)	-8	2	14	-1.7	-15	7	1	3
NC(=O)[C@@H]1CCCN1Cc1nc(-c2ccccc2)no1	21	2	0	-3.2	1	2	0.99	-2
Cn1c(SCC(=O)NCc2ccc3c(c2)OCO3)nnc1-c1cc2ccccc2cc1O	-9	-8	-90	3.2	-10	24	0.92	1
Cc1ccc([N+](=O)[O-])cc1N=Nc1c(C)[nH]n(C(N)=S)c1=O	-20	-6	18	5.7	-7	-13	1.2	-1
O=C(N/N=C/c1cccc(C(F)(F)F)c1)c1ccccc1O	12	-2	-212	65*	-2	8	0.99	2
N#CCCn1cc(/C=C2\NC(=S)N(c3ccccc3)C2=O)c(-c2ccc(-c3ccccc3)cc2)n1	-12	-124	4	3.3	4	-17	0.9	22*
CC1(C)NC(=O)N(CCOc2cccc(Cl)c2Cl)C1=O	14	1	17	-0.6	3	0	1.1	-3
CC(Nc1cc(N2CCNCC2)ccc1[N+](=O)[O-])c1ccccc1 (configuration not stated)	-3	4	35	3.0	-2	11	0.82	-20
O=C(Nc1ccc(Oc2ccccc2)nc1)C1CCCCN1Cc1cccc(O)c1 (configuration not stated)	1	0	10	1.8	7	16	0.77	-1
C/C(=N/N1CCN(Cc2cccc3ccccc23)CC1)c1cccnc1	-6	-1	4	-0.6	0	5	1.3	-1
COc1ccc(S(=O)(=O)N(CCN2CCOCC2)Cc2cc(OC)ccc2OC)cc1	-10	0	9	0.0	-15	-3	0.88	16*
Cc1c(Cl)cccc1NC(=O)N1CCN(C(=O)c2ccco2)CC1	-2	1	14	-0.2	-4	2	1.2	0
O=C(NCc1cccnc1)Nc1ccccc1	-15	2	16	-1.0	10	-10	0.95	0
COc1ccc(OC)c2[nH]c(=O)c(CCNC(=O)C(C)(C)C)cc12	-7	1	-114	-0.4	5	-9	0.88	-2
C/C(CCC(=O)O)=N/Nc1ccc([N+](=O)[O-])cc1[N+](=O)[O-]	-16	1	33	-0.5	3	-12	1	2
Cn1c(NC(=O)c2ccco2)c(-c2ccc(Cl)cc2)c(=O)c2ccccc21	1	2	-7	-1.3	-2	-6	0.91	1
CCOC(=O)C1=C(C)NC2=C(C(=O)C(C(=O)OCC)C(c3ccccc3OC)C2)C1c1ccccn1 (configuration not stated)	7	-107	-424	-0.8	-10	2	0.91	1
C[C@H](CO)N1C[C@H](C)[C@H](CN(C)Cc2cncnc2)Oc2ncc(C#CC3(O)CCCC3)cc2C1=O	/	0	5	0.4	/	5	/	/
O=C(CN1C(=O)CNC1=O)Nc1cc(Cl)cc(Cl)c1	-32	2	20	1.0	-11	-8	1.2	1
CC(=O)Nc1ccc(NC(=O)CSc2nnc3ccc(-c4cccnc4)nn23)cc1	-4	1	22	0.2	-3	10	1	2
O=C(COc1ccc2c3c(c(=O)oc2c1)CCC3)NCC(O)c1ccccc1 (configuration not stated)	5	1	-85	0.3	3	20	1.2	-1
Cc1cccc(NS(=O)(=O)c2ccccc2)n1	-6	0	-200	1.4	-8	0	0.96	0
CCOc1nc(NCCO)nc(Nc2ccccc2F)n1	9	0	9	-1.2	-5	-2	1.1	-3

Entries of single compounds, quoted from the list:
Shown for O=C(CN1C(=O)CNC1=O)Nc1cc(Cl)cc(Cl)c1 = SENP6 block = -32; SENP1 FRET inh = 2; SENP8 block = 20; MPTP block = 1.0; ATG4B inhibitor = -11; PfGluPho inh = -8; hIAP activ = 1.2; NR3A LBD binder = 1
Shown for O=C(COc1ccc2c3c(c(=O)oc2c1)CCC3)NCC(O)c1ccccc1 (configuration not stated) = SENP6 block = 5; SENP1 FRET inh = 1; SENP8 block = -85; MPTP block = 0.3; ATG4B inhibitor = 3; PfGluPho inh = 20; hIAP activ = 1.2; NR3A LBD binder = -1

Screening data (PubChem BioAssay)
